GCN5L2 inh – qHTS Assay for Inhibitors of GCN5L2. GCN5L2 HAT assay, ThioGlo1 CoA-SH fluorescence. AID 504327, 2011. 390,000 tested, 0.21% active. Histone acetyltransferase KAT2A (Homo sapiens), Q92830. Potency, µM (top dose mostly 58.9 µM), inactives show at the highest dose activity change, negative = inhibition, usual class: inhibitors
Target sequence (Q92830 whole entry, looked up): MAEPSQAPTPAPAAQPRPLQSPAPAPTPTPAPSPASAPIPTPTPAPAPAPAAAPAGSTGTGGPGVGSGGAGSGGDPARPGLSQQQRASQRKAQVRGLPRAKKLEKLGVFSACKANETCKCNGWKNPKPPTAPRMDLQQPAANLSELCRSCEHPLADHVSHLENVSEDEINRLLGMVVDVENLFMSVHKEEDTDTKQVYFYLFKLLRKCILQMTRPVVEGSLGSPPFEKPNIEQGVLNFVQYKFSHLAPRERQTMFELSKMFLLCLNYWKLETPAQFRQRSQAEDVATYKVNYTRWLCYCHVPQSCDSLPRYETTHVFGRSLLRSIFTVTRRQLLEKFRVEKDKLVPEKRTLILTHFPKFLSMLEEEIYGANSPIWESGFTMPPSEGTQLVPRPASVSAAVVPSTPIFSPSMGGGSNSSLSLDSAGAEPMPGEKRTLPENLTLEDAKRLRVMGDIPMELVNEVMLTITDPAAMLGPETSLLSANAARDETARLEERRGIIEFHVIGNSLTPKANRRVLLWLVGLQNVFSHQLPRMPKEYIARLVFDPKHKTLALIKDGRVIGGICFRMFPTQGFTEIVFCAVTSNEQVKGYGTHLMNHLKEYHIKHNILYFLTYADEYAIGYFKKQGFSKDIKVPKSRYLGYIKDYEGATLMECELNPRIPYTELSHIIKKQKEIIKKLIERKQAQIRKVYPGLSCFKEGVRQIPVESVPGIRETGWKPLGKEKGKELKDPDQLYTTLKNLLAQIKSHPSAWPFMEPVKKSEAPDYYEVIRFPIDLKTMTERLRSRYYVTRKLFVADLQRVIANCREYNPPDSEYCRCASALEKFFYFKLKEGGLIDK
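Free CoA generated was detected with ThioGlo1 (50uM) fluorescence at Ex340nm/Em540nm, read immediately and after 20 min at room temperature. Enzyme, 20 nM in HEPES pH 7.5 buffer, saw compounds 15 min before adding 75uM H3(1-25) peptide and 70uM acetyl-CoA.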
N370S GC mod – qHTS Assay for Inhibitors and Activators of N370S glucocerebrosidase as a Potential Chaperone Treatment of Gaucher Disease; Lysosomal acid glucosylceramidase (Homo sapiens), P04062; N370S GC spleen homogenate, 4MU-glucoside fluorescence; Potency, µM (titrated, usually from 59.4 µM), for the others: top-dose activity change, negative = inhibition, hits mostly inhibitors; 330,000 tested, 0.092% active; AID 2101, 2009;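 note: 0% = full enzyme activity and -100% = no enzyme basal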
FEN1 inh – qHTS Assay for the Inhibitors of Human Flap endonuclease 1 (FEN1) | Recombinant FEN1 flap cleavage, fluorescence, 15 min | Potency, µM (highest dose often 114 µM), without a hit: at the highest dose activity change, negative = inhibition, hits mostly inhibitors | 390,000 tested, 0.35% active | AID 588795, 2011; note: nearly all actives have a fitted effect of over 65% in size
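With each library titrated from low to high concentration, compounds met 10 nM FEN1 for 15 min at room temperature before 50 nM substrate was added; readings at 0 and 15 min fed four-parameter Hill curve fits.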
* = called active by the depositor; u = inconclusive; x = not tested or not shown; & = joins results of further samples; [ ] = remark or other dose. Calls come from the whole dose curve; as a rule, active = well fitted curve in the direction sought with a large enough effect; inconclusive = small, poorly fitted or top-dose-only effect, or another doubt; inactive = no such curve, though single readings can be large; an effect the other way counts as inactive or inconclusive. Unless noted, % is set by controls: 0 for no effect and ±100 for the full control effect; potency is the fitted concentration of half-maximal effect.

SMILES | GCN5L2 inh | N370S GC mod | FEN1 inh
Cc1ccc(C)c(N2CCN(S(=O)(=O)c3c(C)nc4sccn4c3=O)CC2)c1 | 0% | x | 14%
COC(C(=O)Nc1ccc(S(=O)(=O)Nc2ccc(F)cc2)cc1)c1ccccc1 (stereo not drawn) | 2% | -4% | -10%
O=C(NCc1n[nH]c(=S)n1-c1ccc(F)cc1)c1ccc(S(=O)(=O)N2CCCCC2)cc1 | -4% | -6% | -7%
N#C[C@@H]1N(Cc2ccccc2)C(=O)[C@H]2CC3C=CC21O3 (stereo partly drawn) | -3% | -6% | 27%
Cn1c(SCc2nc(-c3ccccc3)no2)nnc1-c1ccco1 | 5% | 18% | 7%
CCOc1ccc(OCCC(=O)OCC(=O)NC(C)c2ccccc2)cc1 (stereo not drawn) | 3% | -6% | -2%
COCCCN=CC1=C(O)CC(C)(C)CC1=O | 52%[activator] | 7% | -1%
O=C(NCc1cccc(Cl)c1)N1CCN(S(=O)(=O)c2ccccc2F)CC1 | -2% | -3% | 7%
C/C(=N/NC(=O)CNC(=O)c1ccncc1)c1ccco1 | -7% | 5% | 4%
O=C(Cc1csc(N2CCOCC2)n1)N/N=C/c1cccc(O)c1 | -7% | 8% | 2%
CC(C)N1CCC(=NNC(=O)c2ccccc2[N+](=O)[O-])CC1 | -4% | -24% | 8%
O=C(CSc1nccn(-c2cccc(F)c2)c1=O)Nc1ccc(Cl)cc1F | -10% | 2% | 3%
O=C(NCCCN1CCCC1=O)c1cccc(S(=O)(=O)Nc2ccc(Br)cc2)c1 | u | -11% | 2%
Nc1ccc(C(=O)O)cc1 | -23%&3%&0%&-12% | -1%&-1%&-4%&-2% | -1%&16%&-1%
O=C(c1ccccc1F)n1c2c(c3ccccc31)CCCC2 | 0% | 0% | -4%
O=C(NCc1ccccc1)c1cccnc1 | -12% | -7% | -4%
CCc1cccc(NC(=O)C2CCN(S(=O)(=O)c3c(C)noc3C)CC2)c1 | -8% | -16% | -11%
CCN(CC)S(=O)(=O)c1ccc(NC(=O)c2ccc(OCC3CCCO3)cc2)cc1 (stereo not drawn) | -1% | x | 3%
CC1(C)C(C#N)=C(N)Oc2c1c(=O)oc1ccccc21 | 16% | 20% | 4%
CSc1ccc(/C=C(/NC(=O)c2ccc(C)cc2)C(=O)Nc2cccc(C)c2)cc1 | -1% | 1% | -5%
COc1ccccc1CNc1cc(-c2ccc(C(=O)N(C)C)cc2)ncn1 | -5% | 11% | x
COc1ccc(N(C)S(=O)(=O)c2ccc(Cl)c(C(=O)NCC(C)(C)N3CCOCC3)c2)cc1 | -2% | x | -7%
CCCCn1c(SCC(=O)OC)nc2c1c(=O)n(C)c(=O)n2C | 0% | 8% | 5%
C#CCC(NC(=O)c1ccc(C#N)cc1)C(=O)NCCC (stereo not drawn) | 1% | x | 16%
CCCCC(=O)NC1(C(F)(F)F)C(=O)N(CC(C)C)C2=C1C(=O)CC(C)(C)C2 (stereo not drawn) | -2% | 4% | 2%
C[C@@H]1O[C@@H](OC[C@H]2O[C@@H](Oc3cc(O)c4c(=O)cc(-c5ccc(O)c(O)c5)oc4c3)[C@H](O)[C@@H](O)[C@@H]2O)[C@H](O)[C@H](O)[C@H]1O | -10% | x | -23%
Cc1ccc(C(C)(O)CS(=O)(=O)Cc2ccccc2Cl)cc1 (stereo not drawn) | -27% | -5% | 11%
Cc1ccc(Nc2cc(C)nc3nncn23)c(C)c1 | 2% | x | 17%
CCN(CC(=O)Nc1ccc(NC(C)=O)cc1)C(=O)CSC(=S)N1CCCC1 | -4% | x | -3%
COc1ccc(-c2nnc(-c3ccc(C)cc3)o2)cc1 | 2% | -5% | -10%

In another format: entries from further up
| SMILES | GCN5L2 inh | N370S GC mod | FEN1 inh |
| --- | --- | --- | --- |
| C#CCC(NC(=O)c1ccc(C#N)cc1)C(=O)NCCC (stereo not drawn) | 1% | x | 16% |
| CCCCC(=O)NC1(C(F)(F)F)C(=O)N(CC(C)C)C2=C1C(=O)CC(C)(C)C2 (stereo not drawn) | -2% | 4% | 2% |
| C[C@@H]1O[C@@H](OC[C@H]2O[C@@H](Oc3cc(O)c4c(=O)cc(-c5ccc(O)c(O)c5)oc4c3)[C@H](O)[C@@H](O)[C@@H]2O)[C@H](O)[C@H](O)[C@H]1O | -10% | x | -23% |
| Cc1ccc(C(C)(O)CS(=O)(=O)Cc2ccccc2Cl)cc1 (stereo not drawn) | -27% | -5% | 11% |

One compound at a time, as listed above:
Entry for O=C(c1ccccc1F)n1c2c(c3ccccc31)CCCC2 : GCN5L2 inh = 0%; N370S GC mod = 0%; FEN1 inh = -4%
Entry for CCN(CC)S(=O)(=O)c1ccc(NC(=O)c2ccc(OCC3CCCO3)cc2)cc1 (stereo not drawn) : GCN5L2 inh = -1%; N370S GC mod = x; FEN1 inh = 3%

Additional records:
SMILES | GCN5L2 inh | N370S GC mod | FEN1 inh
O=C(CCC(=O)Nc1ccccc1)N/N=C/c1ccc2c(c1)OCO2 | -24% | -1% | 11%
CCc1ccc2oc(-c3cccc(NC(=O)COc4ccccc4Cl)c3)nc2c1 | -4% | x | -29%
CCOC(=O)C1CCN(C(=O)C2CCN(S(=O)(=O)N3CCCC3)CC2)CC1 | 4% | 10% | 0%
O=C(CSc1nc2ccccc2n1CC(=O)NCc1ccccc1)NCc1ccco1 | -5% | -17% | -12%
Cc1c(CN2CCCC(CO)(Cc3cccc(Cl)c3)C2)cnn1C (stereo not drawn) | 2% | 17% | 18%
CCN(CC)S(=O)(=O)c1cccc(NC(=O)C2SC(=Nc3ccc(C)cc3C)C(C(=O)NCC3CCCO3)=C2N)c1 (stereo not drawn) | 2% | -24% | -1%
c1ccc2c(c1)ncn2Cc1nnc2sc(-c3ccc4c(c3)OCO4)nn12 | -6% | 9% | -13%
COc1cccc(C(=O)CN2C(=O)C(C)(C)Oc3ccc(C(=O)N4CCOCC4)cc32)c1 | -2% | -12% | 0%
CCC1CCCCN1CC(=O)c1c(C)[nH]c2ccc(OC)cc12 (stereo not drawn) | 2% | 13% | 7%
O=C1c2ccccc2NC(c2ccc(F)cc2)N1Cc1ccccc1 (stereo not drawn) | -3% | 3% | -2%
NC(=O)c1cn(-c2ccccc2)nc1-c1cc2ccccc2oc1=O | -1% | x | 4%
Cc1ccc([N+](=O)[O-])cc1NC(=O)c1ccc(CSc2ccccc2)cc1 | -5% | 4% | 2%
COc1ccccc1NC(=O)NS(=O)(=O)c1ccc(C)cc1 | -4% | 10% | -3%
CCCC12CN3CCN(CC(C3)/C1=N\NC(=O)c1ccc(C(C)(C)C)cc1)C2 | -6% | -4% | -5%
CCCCOc1ccc(-c2nnc(N)s2)cc1 | -7% | 23% | 4%
CCN(Cc1ccccc1)C(=O)COC(=O)c1cc(S(=O)(=O)Nc2c(C)n(C)n(-c3ccccc3)c2=O)ccc1C | -2% | -2% | -5%
CCOc1ccc(NC(=O)C(CC(=O)O)Cc2ccc(Br)cc2)cc1 (stereo not drawn) | -6% | 0% | 3%
Cc1cc(=O)n(Cc2cccc(F)c2)c2c1c(C)nn2-c1cccc(F)c1 | 15% | x | 17%
O=C1CCc2cc(S(=O)(=O)N3CCC(C(=O)NC4CCCCCCC4)CC3)ccc2N1 | 2% | -5% | -4%
CCOC(=O)C=C1CCN(c2ncc(C(F)(F)F)cc2Cl)CC1 | -8% | 4% | 14%
COc1ccccc1OCCCOc1ccc(/C=C2\SC(=O)NC2=O)cc1OC | -14% | -2% | -7%
O=Cc1ccc(OC(=O)C2CC(=O)N(c3ccc(F)cc3)C2)cc1 (stereo not drawn) | -15% | 6% | -1%
O=C(O)c1cccc2cccnc12 | 18% | 4% | 7%
CCCOc1ccccc1Cn1c(=O)oc2ccc(C)cc21 | -3%[0.501 µM] | 1% | 4%
CC(=O)Cc1nsc(NC(=O)c2oc(-c3ccccc3Cl)cc2C)n1 | -4% | 1% | 1%
O=C(C[C@@H]1C/C=C\C[C@H](NC(=O)OCC2c3ccccc3-c3ccccc32)C(=O)OC[C@H]2CCCN2C1=O)N[C@H](CO)Cc1ccccc1 | -11% | x | 3%
COCCSc1ccccc1C(=O)NCCc1ccccc1 | 25% | -5% | -16%
CC(C)(C)C(=O)OCOC(=O)[C@@H]1N2C(=O)[C@@H](N=CN3CCCCCC3)[C@H]2SC1(C)C | -21% | -5% | -13%
C=CCNC(=O)c1onc(CSc2ccc(F)cc2)c1C(=O)NCC=C | -5% | -7% | 9%
CCOc1ccc(-c2cn3c(n2)sc2cc(C(=O)NCCCc4ccccc4)ccc23)cc1 | -4% | x | -2%

Reprinted from the part before: 6 compounds, followed by the next part.
SMILES | GCN5L2 inh | N370S GC mod | FEN1 inh
CC(=O)Cc1nsc(NC(=O)c2oc(-c3ccccc3Cl)cc2C)n1 | -4% | 1% | 1%
O=C(C[C@@H]1C/C=C\C[C@H](NC(=O)OCC2c3ccccc3-c3ccccc32)C(=O)OC[C@H]2CCCN2C1=O)N[C@H](CO)Cc1ccccc1 | -11% | x | 3%
COCCSc1ccccc1C(=O)NCCc1ccccc1 | 25% | -5% | -16%
CC(C)(C)C(=O)OCOC(=O)[C@@H]1N2C(=O)[C@@H](N=CN3CCCCCC3)[C@H]2SC1(C)C | -21% | -5% | -13%
C=CCNC(=O)c1onc(CSc2ccc(F)cc2)c1C(=O)NCC=C | -5% | -7% | 9%
CCOc1ccc(-c2cn3c(n2)sc2cc(C(=O)NCCCc4ccccc4)ccc23)cc1 | -4% | x | -2%
Nc1nc(SCC(=O)Nc2cc(Cl)c(Cl)cc2Cl)n[nH]1 | -1% | x | 0%
Cc1cc(C(F)(F)F)n2nc(-c3cnn(C)c3C(F)(F)F)c(Cl)c2n1 | -7% | 5% | -15%
O=C(CSc1nc2ccccc2[nH]1)Nc1c(F)cccc1F | -3% | -3% | -4%
CCN(CC(=O)Nc1c(F)cccc1F)C(=O)c1ccc(Cl)c(S(=O)(=O)N2CCCCC2)c1 | -1% | -14% | 11%
COc1cc2cc(CCCOC(=O)c3cc(OC)c(OC)c(OC)c3)oc(=O)c2cc1OC | -1% | x | -6%
COc1cc(NC(=O)c2c(Cl)cnn2C)c(OC)cc1Cl | -16% | 3% | 7%
N#CCSc1nnc(-c2c[nH]c3ccccc23)o1 | u | -15% | 16%
Cc1cccc(C(=O)OC2CCCN(C)C2)c1C (stereo not drawn) | 6% | 22% | -4%
COc1ccc(OC)c(NC(=O)CN2C(=O)NC(C)(c3ccc4c(c3)OCCO4)C2=O)c1 (stereo not drawn) | -14% | x | 5%
COc1ccc(C2C=C(C34CC5CC(CC(C5)C3)C4)NC(=S)N2)cc1OC (stereo not drawn) | 1% | 4% | -19%
CCCCNC(=O)CCn1nc(-c2ccc(Cl)cc2)ccc1=O | 0% | -9% | 8%
CC(=O)NS(=O)(=O)c1cccnc1Nc1ccc(Cl)cc1 | -6% | 2% | 0%
CCOc1cc(/C=C2\CCC/C(=C\c3cc(Cl)c(O)c(OCC)c3)C2=O)cc(Cl)c1O | -18% | -20% | -2%
Cn1c(=O)n(C)c2cc(NS(=O)(=O)c3ccccc3)c(NCc3ccccc3)cc21 | -1% | x | -20%
CC(C)(CN=C1NS(=O)(=O)c2ccccc21)CNC(=O)c1ccccc1 | -1% | -1% | 15%
Cc1ccc(C2C(C#N)=C(N)OC3=C2C(=O)CC(C)(C)C3)s1 (stereo not drawn) | -8% | 1% | -16%
COc1ccc(NS(=O)(=O)c2cccc(C(=O)NCC(c3ccco3)N3CCCC3)c2)cc1 (stereo not drawn) | -9% | -5% | -3%
COc1ccc(OC)c(NC(=S)NN2CCOCC2)c1 | 2% | 1% | -6%
O=C(O)CC(SCC(=O)Nc1ccc(Cl)c(S(=O)(=O)N2CCOCC2)c1)C(=O)O (stereo not drawn) | 0% | -3% | -10%
O=C1C=C(NCc2ccccc2)c2ccccc2C1=O | -1% | -20% | u
CCOc1cccc2sc(N(CCCN(C)C)C(=O)Cc3ccccc3)nc12 | -17% | u | 0%
COc1cc(CN(C(=O)c2ccc(C)cc2)c2ccccn2)cc(OC)c1OC | -6% | x | 20%
CC(=O)NS(=O)(=O)c1ccc(N=c2ssc3c2-c2ccc(C)cc2NC3(C)C)cc1 | -3% | -10% | 38%
COc1ccc(/C=N/NC(=O)CN(C2=NS(=O)(=O)c3ccccc32)c2ccccc2)cc1 | -1% | 10% | -12%
COCCOc1nc2c(c(=O)n(C)c(=O)n2C)n1CCc1ccccc1 | 1% | 19% | 0%
CC(=O)N(CCCCN1C(=O)c2ccccc2C1=O)c1ccc(C)cc1 | -7% | 6% | -13%

Screens as filed in PubChem BioAssay.
